NSD2 block: blocks human NSD2 histone methyltransferase activity; O96028; NSD2-SET H3K36me1 DELFIA fluorescence, biochemical; inhibition, % at 12.5 µM; 44,000 tested, 0.07% active; in the data active = inhibition above about 54%, passing the limit was not always enough; inconclusive = no clear call, values can overlap the other calls;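 also: inhibitors reduce the monomethyl H3K36 fluorescence signal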
* = called active by the depositor.

Results for COc1ccccc1NC(=O)N(C)C[C@@H]1Oc2ncc(C#CC(C)C)cc2C(=O)N([C@@H](C)CO)C[C@@H]1C ?
NSD2 block: -3

What do the screens show for `C[C@@H]1CN([C@H](C)CO)C(=O)c2cc(NC(=O)Cc3ccccc3)ccc2O[C@@H](C)CCCCO[C@H]1CN(C)C(=O)CCC(F)(F)F`?
NSD2 block: 3

What do the screens show for `C[C@H](CO)N1C[C@H](C)[C@@H](CN(C)Cc2cncnc2)Oc2ncc(-c3cccc(F)c3)cc2C1=O`?
NSD2 block: -4

How did C[C@H](CO)N1C[C@H](C)[C@@H](CN(C)S(=O)(=O)c2ccccc2)OCCCC[C@H](C)Oc2ccc(NS(=O)(=O)c3cn(C)cn3)cc2C1=O do in these assays?
NSD2 block: -4

How did C[C@H]1CN([C@@H](C)CO)C(=O)c2cc(NS(C)(=O)=O)ccc2O[C@H]1CN(C)Cc1ccccc1 do in these assays?
NSD2 block: -1

How did CC(C)NC(=O)Nc1ccc2c(c1)C(=O)N([C@@H](C)CO)C[C@@H](C)[C@@H](CN(C)Cc1ccc(C(F)(F)F)cc1)OCCCC[C@H](C)O2 do in these assays?
NSD2 block: -1

What do the screens show for `C[C@H]1CN([C@@H](C)CO)C(=O)c2cc(NS(=O)(=O)c3ccccc3)ccc2O[C@@H]1CN(C)C`?
NSD2 block: -3

How did COCC(=O)N(C)C[C@H]1Oc2cc(-c3cccnc3)ccc2S(=O)(=O)N([C@H](C)CO)C[C@@H]1C do in these assays?
NSD2 block: -1

What do the screens show for `C[C@H]1CN([C@@H](C)CO)S(=O)(=O)c2ccc(C3=CCCCC3)cc2O[C@H]1CN(C)S(=O)(=O)c1cn(C)cn1`?
NSD2 block: 1

What do the screens show for `COc1ccc(S(=O)(=O)N(C)C[C@H]2Oc3ccc(NC(=O)Cc4cn(C)c5ccccc45)cc3CC(=O)N([C@@H](C)CO)C[C@@H]2C)cc1`?
NSD2 block: -8

What do the screens show for `CCCC#Cc1ccc2c(c1)O[C@@H](CN(C)Cc1cncnc1)[C@H](C)CN([C@@H](C)CO)S2(=O)=O`?
NSD2 block: -7

What do the screens show for `CNC[C@H]1Oc2ccc(NC(=O)NC(C)C)cc2C(=O)N([C@H](C)CO)C[C@H]1C`?
NSD2 block: 0

Results for Cc1noc(C)c1NC(=O)Nc1ccc2c(c1)CC(=O)N([C@H](C)CO)C[C@@H](C)[C@@H](CN(C)C(=O)NC(C)C)O2 ?
NSD2 block: -5

Results for COc1ccc(NC(=O)N(C)C[C@H]2Oc3ccc(NS(=O)(=O)c4cn(C)cn4)cc3CC(=O)N([C@H](C)CO)C[C@@H]2C)cc1 ?
NSD2 block: 1

How did C[C@H](CO)N1C[C@H](C)[C@@H](CN(C)Cc2ccccc2)Oc2c(NS(=O)(=O)c3ccccc3)cccc2C1=O do in these assays?
NSD2 block: 4

How did COc1ccc(CN(C)C[C@H]2Oc3ccc(NS(=O)(=O)c4cccs4)cc3CC(=O)N([C@H](C)CO)C[C@H]2C)cc1 do in these assays?
NSD2 block: 0

How did CNC[C@H]1Oc2cc(C#Cc3cccc(F)c3)ccc2S(=O)(=O)N([C@@H](C)CO)C[C@@H]1C do in these assays?
NSD2 block: 5

What do the screens show for `Cc1noc(C)c1NC(=O)N(C)C[C@H]1OCc2cn(nn2)CCCC(=O)N([C@H](C)CO)C[C@H]1C`?
NSD2 block: 1

What do the screens show for `CCCC#Cc1cnc2c(c1)C(=O)N([C@@H](C)CO)C[C@H](C)[C@@H](CN(C)S(C)(=O)=O)O2`?
NSD2 block: -2

What do the screens show for `C[C@H](CO)N1C[C@H](C)[C@H](CN(C)C(=O)CCCN(C)C)OCCCC[C@H](C)Oc2ccc(NC(=O)Nc3ccc(C(F)(F)F)cc3)cc2C1=O`?
NSD2 block: 14

How did COCC(=O)N[C@H]1C=C[C@H](CC(=O)N2CCCCC2)O[C@H]1CO do in these assays?
NSD2 block: 1

Results for C[C@@H]1CN([C@@H](C)CO)S(=O)(=O)c2ccc(-c3cncnc3)cc2O[C@H]1CN(C)C(=O)c1cccc(F)c1 ?
NSD2 block: 1

What do the screens show for `CNC[C@H]1Oc2cc(C#CCOC)ccc2S(=O)(=O)N([C@H](C)CO)C[C@@H]1C`?
NSD2 block: 1

Results for CC(=O)O[C@@H]1C[C@@]23C[C@@]24CC[C@H](O[C@@H]2OC[C@@H](O)[C@H](O)[C@H]2O)C(C)(C)[C@@H]4CC[C@H]3[C@]2(C)C[C@@H]3O[C@]4(C[C@@H](C)[C@@H]3[C@@]12C)O[C@H](O)[C@@]1(C)O[C@@H]41 ?
NSD2 block: 4

What do the screens show for `C/C=C/c1ccc2c(c1)O[C@@H](CN(C)Cc1cncnc1)[C@@H](C)CN([C@H](C)CO)S2(=O)=O`?
NSD2 block: 7

Results for CC(C)C#Cc1cnc2c(c1)C(=O)N([C@H](C)CO)C[C@@H](C)[C@@H](CN(C)C(=O)Cc1ccncc1)O2 ?
NSD2 block: 0

How did CC(C)C#Cc1cnc2c(c1)C(=O)N([C@@H](C)CO)C[C@H](C)[C@H](CN(C)C(=O)c1ccc3c(c1)OCO3)O2 do in these assays?
NSD2 block: -2

How did CN(C)C(=O)Oc1nnc(SCC(=O)c2ccc3c(c2)OCCO3)n1C1Cc2ccccc2C1 do in these assays?
NSD2 block: -8

What do the screens show for `C[C@H]1CN([C@@H](C)CO)C(=O)Cc2cc(N(C)C)ccc2O[C@H]1CN(C)C(=O)Nc1ccc(F)cc1`?
NSD2 block: 1

What do the screens show for `Cc1cc(C)n2c(Nc3cccc(C(F)(F)F)c3)c(-c3ccc(O)cc3)nc2n1`?
NSD2 block: -5

Results for COc1ccc(S(=O)(=O)N(C)C[C@@H]2Oc3ccc(N(C)C)cc3C(=O)N([C@H](C)CO)C[C@@H]2C)cc1 ?
NSD2 block: 2

Results for C[C@@H]1CN([C@@H](C)CO)C(=O)Cc2cc(NS(C)(=O)=O)ccc2O[C@H]1CN(C)Cc1ccc(C(F)(F)F)cc1 ?
NSD2 block: -5

What do the screens show for `C[C@@H]1CN([C@H](C)CO)C(=O)Cc2cc(NS(=O)(=O)c3cccs3)ccc2O[C@@H]1CN(C)S(=O)(=O)c1ccc(Cl)cc1`?
NSD2 block: 6

What do the screens show for `C[C@@H]1CN([C@@H](C)CO)C(=O)c2cc(C#Cc3ccc(F)cc3)cnc2O[C@H]1CN(C)C(=O)Nc1ccc(F)cc1`?
NSD2 block: -1

How did C[C@@H]1CN([C@@H](C)CO)C(=O)c2cccc(NC(=O)C3CC3)c2O[C@H]1CN(C)Cc1ccccc1 do in these assays?
NSD2 block: 1

Results for C[C@@H]1CN([C@H](C)CO)C(=O)Cc2cc(NC(=O)CCC(F)(F)F)ccc2O[C@@H]1CN(C)C(=O)Nc1cccc2ccccc12 ?
NSD2 block: -1

What do the screens show for `C[C@@H]1CN([C@H](C)CO)S(=O)(=O)c2ccc(/C=C/c3ccccc3)cc2O[C@H]1CN(C)C`?
NSD2 block: 12

Results for C[C@@H]1CCCCO[C@@H](CN(C)S(=O)(=O)c2ccc(F)cc2)[C@H](C)CN([C@H](C)CO)C(=O)c2cc(NC(=O)CCC(F)(F)F)ccc2O1 ?
NSD2 block: 6

How did Cc1cccc(C)c1NC(=O)CSc1nc(-c2ccccc2)c(-c2ccccc2)[nH]1 do in these assays?
NSD2 block: -5

Results for Cc1ccc(-c2ccc3c(c2)O[C@H](CN(C)C(=O)CC2CC2)[C@H](C)CN([C@H](C)CO)S3(=O)=O)cc1 ?
NSD2 block: -8

What do the screens show for `COc1ccc(CC(N)C(=O)N[C@H]2[C@@H](O)[C@H](n3cnc4c(N(C)C)ncnc43)O[C@@H]2CO)cc1` (some centres undefined)?
NSD2 block: 3

Results for C[C@H](CO)N1C[C@H](C)[C@H](CN(C)C)OCCCC[C@H](C)Oc2ccc(NC(=O)Nc3cccc4ccccc34)cc2C1=O ?
NSD2 block: 7

Results for N#CCCN(CCC#N)C(=O)c1ccccc1Oc1ccccc1 ?
NSD2 block: 1

What do the screens show for `O=C(C[C@@H]1C[C@@H]2c3cc(NC(=O)Nc4ccccc4)ccc3O[C@@H]2[C@@H](CO)O1)NCC1CC1`?
NSD2 block: -3

How did C[C@H](CO)N1C[C@H](C)[C@H](CN(C)Cc2ccc(Oc3ccccc3)cc2)Oc2ccc(NC(=O)Cc3ccccc3)cc2CC1=O do in these assays?
NSD2 block: 2

What do the screens show for `O=C1c2cc(O)cc(O)c2C(=O)c2c1cc(O)c(C(CO)CCO)c2O` (centres undefined)?
NSD2 block: -1

What do the screens show for `C[C@H]1CN([C@@H](C)CO)S(=O)(=O)c2ccc(C#Cc3ccccc3F)cc2O[C@H]1CN(C)C`?
NSD2 block: 3

Results for CCCNC(=O)N(C)C[C@H]1Oc2cc(C#Cc3ccccn3)ccc2S(=O)(=O)N([C@H](C)CO)C[C@H]1C ?
NSD2 block: 5

Random excerpt: seven records from the list, in no set order.
Results for C[C@H](CO)N1C[C@H](C)[C@H](CN(C)C)OCCCC[C@H](C)Oc2ccc(NC(=O)Nc3cccc4ccccc34)cc2C1=O ?
NSD2 block: 7

What do the screens show for `COc1ccc(CC(N)C(=O)N[C@H]2[C@@H](O)[C@H](n3cnc4c(N(C)C)ncnc43)O[C@@H]2CO)cc1` (some centres undefined)?
NSD2 block: 3

What do the screens show for `C[C@@H]1CN([C@H](C)CO)S(=O)(=O)c2ccc(/C=C/c3ccccc3)cc2O[C@H]1CN(C)C`?
NSD2 block: 12

Results for C[C@@H]1CCCCO[C@@H](CN(C)S(=O)(=O)c2ccc(F)cc2)[C@H](C)CN([C@H](C)CO)C(=O)c2cc(NC(=O)CCC(F)(F)F)ccc2O1 ?
NSD2 block: 6

How did C[C@H](CO)N1C[C@H](C)[C@H](CN(C)Cc2ccc(Oc3ccccc3)cc2)Oc2ccc(NC(=O)Cc3ccccc3)cc2CC1=O do in these assays?
NSD2 block: 2

What do the screens show for `O=C1c2cc(O)cc(O)c2C(=O)c2c1cc(O)c(C(CO)CCO)c2O` (centres undefined)?
NSD2 block: -1

Results for CCCNC(=O)N(C)C[C@H]1Oc2cc(C#Cc3ccccn3)ccc2S(=O)(=O)N([C@H](C)CO)C[C@H]1C ?
NSD2 block: 5

Carrying on.
Results for COC(=O)[C@@]1(CCS(=O)(=O)c2ccccc2)COC(c2ccc(OCCCO)cc2)=N1 ?
NSD2 block: 5

How did C[C@@H]1CN([C@@H](C)CO)C(=O)c2cccc(NC(=O)Nc3cccc4ccccc34)c2O[C@H]1CN(C)C(=O)NC1CCCCC1 do in these assays?
NSD2 block: 2

What do the screens show for `COc1ccc(CN(C)C[C@H]2Oc3ccc(NC(=O)C4CC4)cc3CC(=O)N([C@H](C)CO)C[C@H]2C)cc1`?
NSD2 block: 18

What do the screens show for `COc1ccc(NC(=O)Nc2ccc3c(c2)[C@@H]2C[C@@H](CC(=O)N[C@@H](C)c4ccccc4)O[C@@H](CO)[C@@H]2O3)cc1`?
NSD2 block: -9

Results for COc1ccc(NC(=O)Nc2ccc3c(c2)CC(=O)N([C@H](C)CO)C[C@@H](C)[C@@H](CN(C)C(=O)NC2CCCCC2)O3)cc1 ?
NSD2 block: 0

Results for CCCNC(=O)C[C@H]1C[C@@H]2c3cc(NC(=O)C4CCOCC4)ccc3O[C@@H]2[C@@H](CO)O1 ?
NSD2 block: 11

What do the screens show for `CNC[C@H]1Oc2ccc(NS(=O)(=O)c3ccccc3)cc2C(=O)N([C@H](C)CO)C[C@H]1C`?
NSD2 block: -1

Results for C[C@H]1CN([C@@H](C)CO)C(=O)c2cc(NC(=O)Nc3ccc(F)cc3)ccc2O[C@H]1CN(C)C(=O)Nc1ccc(C(F)(F)F)cc1 ?
NSD2 block: 0

How did O=C(NCc1nc2ccccc2[nH]1)C1=C[C@H](c2ccc(Br)cc2)C[C@H](OCc2ccc(CO)cc2)O1 do in these assays?
NSD2 block: -4

Results for CCOC(=O)Cn1c(=O)c2cnc3c(c(C)nn3C)c2n1C ?
NSD2 block: 9

Results for C[C@H](CO)N1C[C@H](C)[C@@H](CN(C)C(=O)c2ccc(F)cc2)Oc2cc(-c3cccc(C#N)c3)ccc2S1(=O)=O ?
NSD2 block: 1

What do the screens show for `C/C=C/c1ccc2c(c1)O[C@@H](CN(C)C(=O)c1ccccc1F)[C@@H](C)CN([C@H](C)CO)S2(=O)=O`?
NSD2 block: inconclusive

How did Cc1ccc(S(=O)(=O)Nc2ccc3c(c2)C(=O)N([C@H](C)CO)C[C@H](C)[C@@H](CN(C)Cc2ccccc2)OCCCC[C@H](C)O3)cc1 do in these assays?
NSD2 block: 1

Results for O=C(NCc1ccccc1)C1=C[C@@H](c2ccc(Br)cc2)C[C@@H](OCc2ccc(CO)cc2)O1 ?
NSD2 block: -2

Results for COc1ccccc1-c1ccc2c(c1)O[C@H](CN(C)CC1CCOCC1)[C@@H](C)CN([C@@H](C)CO)S2(=O)=O ?
NSD2 block: 2

How did COc1ccc(S(=O)(=O)Nc2ccc3c(c2)C(=O)N([C@@H](C)CO)C[C@H](C)[C@H](CN(C)C(=O)Nc2c(C)noc2C)OCCCC[C@H](C)O3)cc1 do in these assays?
NSD2 block: 7

What do the screens show for `C[C@@H]1CN([C@@H](C)CO)C(=O)c2cccc(NC(=O)c3ccncc3)c2O[C@H]1CN(C)C`?
NSD2 block: -6

Results for C[C@@H]1CN([C@@H](C)CO)C(=O)c2cc(C#CCc3ccccc3)cnc2O[C@@H]1CN(C)C(=O)C1CCCCC1 ?
NSD2 block: -5

Results for CC(C)CC#Cc1ccc2c(c1)O[C@@H](CN(C)C(=O)C1CCOCC1)[C@H](C)CN([C@H](C)CO)S2(=O)=O ?
NSD2 block: 4

How did Cc1noc(C)c1NC(=O)Nc1cccc2c1O[C@H](CN(C)Cc1ccc(C(=O)O)cc1)[C@H](C)CN([C@@H](C)CO)C2=O do in these assays?
NSD2 block: 4

Results for C[C@@H]1CN([C@@H](C)CO)C(=O)c2cc(NS(=O)(=O)c3cccs3)ccc2O[C@@H]1CN(C)CC1CCCCC1 ?
NSD2 block: -1

Results for C[C@@H]1CN([C@@H](C)CO)S(=O)(=O)c2ccc(C#C[C@@H](C)O)cc2O[C@@H]1CN(C)C(=O)C1CCC1 ?
NSD2 block: 4

Screens as filed in PubChem.

The list is partial, so the mix of outcomes need not match the whole.
